Bioassay records from PubChem.
MITF act: activators of MITF-driven TRPM1 promoter activity in SK-MEL-5 cells | AID 588334 | SK-MEL-5 TRPM1-promoter luciferase, 24 h; % of positive control, neutral wells = 0 | hit rate 0.75% among 300,000 | activation, % at 12.5 µM;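 active means mean activation of at least 80% with every replicate also reaching 80%; inconclusive means mean reaches 80% but some replicate falls short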;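 further: 0% = neutral control wells and 100% = parthenolide positive control wells; values of inactives mirror those of a sister screen read the other way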
CAL PDZ FP-1: blocks peptide binding to the human CAL PDZ domain; Q9HD26; hit rate 0.92% among 300,000; purified CAL PDZ, TMR-peptide fluorescence polarization, 1 h; AID 602252; inhibition, % at 24.9 µM;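 active means mean inhibition of at least 30% with at least half of replicates also reaching 30%; inconclusive means no clear call, values can overlap the other calls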;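 further: 0% = DMSO neutral control and 100% = excess unlabeled competitor peptide PRC23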
SR-BI HDL uptake: mouse SR-BI HDL lipid transfer inhibition; Q61009; inhibition, % at 12.5 µM; ldlA[mSR-BI] CHO cells, DiI-HDL uptake fluorescence, 3 h; hit rate 0.96% among 320,000;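 active means mean replicate inhibition of at least 70% and a set share of replicates each scoring 70 or more; inconclusive means meets just one of the two criteria; inactive means fails both criteria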;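 further: 0% = median of neutral control wells and 100% = median of positive control wells; values of inactives mirror those of a sister screen read the other way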
Target sequence (Q61009 whole entry, looked up): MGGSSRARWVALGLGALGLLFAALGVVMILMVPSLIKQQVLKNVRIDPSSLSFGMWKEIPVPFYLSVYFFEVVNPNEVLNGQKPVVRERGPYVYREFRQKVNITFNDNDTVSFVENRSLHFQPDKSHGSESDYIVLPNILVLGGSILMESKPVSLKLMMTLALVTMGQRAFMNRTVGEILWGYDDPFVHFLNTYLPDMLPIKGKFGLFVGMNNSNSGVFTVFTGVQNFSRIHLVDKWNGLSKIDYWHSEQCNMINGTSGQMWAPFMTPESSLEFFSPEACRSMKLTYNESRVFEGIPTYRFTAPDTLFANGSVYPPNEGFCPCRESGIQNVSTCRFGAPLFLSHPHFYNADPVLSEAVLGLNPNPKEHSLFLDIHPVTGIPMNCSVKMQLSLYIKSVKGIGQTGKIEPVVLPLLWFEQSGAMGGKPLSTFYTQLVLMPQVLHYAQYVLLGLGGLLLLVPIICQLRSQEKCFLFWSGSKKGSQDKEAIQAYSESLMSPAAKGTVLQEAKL
CAL PDZ FP-2: inhibitors of human CAL PDZ peptide binding; inhibition, % at 20 µM; AID 504414; purified CAL PDZ, TMR-peptide fluorescence polarization, 1 h; hit rate 0.02% among 330,000;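 active means highest replicate inhibition of at least 40%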;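 further: plate controls were DMSO neutral control wells for no effect and unlabeled competitor peptide control wells for full effect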
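material = purified tagged CAL PDZ domain construct (CerCALP) | compound dosing = 20 µM, one dose | times = 1 h at RT | measured by = fluorescence polarization from S- and P-plane intensities, G-factor corrected | read-out = inhibition from polarization loss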
Rtt109 HAT inh: inhibitors of Candida albicans Rtt109/Vps75 histone acetyltransferase; inhibition, % at 34.9 µM; hit rate 0.16% among 330,000; purified Rtt109/Vps75, ThioGlo CoA-SH fluorescence, 4 h; AID 540336;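 active means inhibition of at least 50% in every replicate; inconclusive means best replicate reaches 50% inhibition but some replicates fall short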
Target sequence (Q5AAJ8 whole entry, looked up): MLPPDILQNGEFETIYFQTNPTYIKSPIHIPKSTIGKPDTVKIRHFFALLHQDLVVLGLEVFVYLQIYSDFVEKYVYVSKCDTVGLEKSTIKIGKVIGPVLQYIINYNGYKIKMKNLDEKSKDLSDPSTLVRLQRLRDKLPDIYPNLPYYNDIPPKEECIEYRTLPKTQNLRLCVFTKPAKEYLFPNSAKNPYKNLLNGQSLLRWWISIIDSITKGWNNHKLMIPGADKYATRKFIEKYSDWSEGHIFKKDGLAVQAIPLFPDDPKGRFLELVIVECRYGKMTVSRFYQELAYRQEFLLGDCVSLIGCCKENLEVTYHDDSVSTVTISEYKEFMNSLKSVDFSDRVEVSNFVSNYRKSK
SR-BI DiI-HDL act: activators of SR-BI mediated HDL lipid uptake; hit rate 0.096% among 320,000; CHO ldlA[mSR-BI] cells, DiI-HDL uptake fluorescence, 3 h; 100 = double the neutral-control signal; AID 504775; activation, % at 12.5 µM;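 active means mean replicate activation of at least 60% and every replicate at or above 60%; inconclusive means mean or all-replicate condition met, but not both; inactive means mean below 60% and not all replicates reaching 60%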;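 further: 0% = median plate neutral-control signal and 100% = twice that signal; values of inactives mirror those of a sister screen read the other way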
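Test system: SR-BI-overexpressing, LDLR-lacking CHO cells. Measured by: DiI fluorescence, bottom read. Medium: Ham's F12 with 0.5% BSA, HEPES 25 mM, pH 7.4. Timing: 3 h uptake period with compound, 37 °C.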
NSD2 inh: NSD2 (human) methyltransferase inhibition. O96028. NSD2 peptide methylation, AlphaScreen, 120 min. inhibition, % at 12.5 µM. hit rate 0.54% among 310,000. AID 743445; in the data active means inhibition above about 50%
PvdQ acylase: P. aeruginosa PvdQ acylase inhibition | purified PvdQ acylase, fluorescence plate reader | inhibition, % at 10 µM | hit rate 0.063% among 340,000; in the data active means inhibition above about 30%, passing the limit was not always enough; inconclusive means no clear call, values can overlap the other calls;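 further: 0% = vehicle neutral wells and 100% = reference inhibitor wells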
PfHsp90 set2: inhibits growth of yeast expressing Plasmodium falciparum Hsp90; AID 504621; inhibition, % at 9.4 µM; S. cerevisiae expressing PfHsp90, BacTiter-Glo ATP, 48 h; yeast lacking PDR1 and PDR3 efflux regulators; hit rate 0.32% among 310,000;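 active means every replicate shows inhibition above about 80%, whatever the replicate mean, limit read from the data; inconclusive means mean inhibition reaches the set limit but some replicate falls short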;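 further: 0% = DMSO neutral controls and 100% = 20 µM radicicol positive controls; yeast relying on Plasmodium falciparum Hsp90 in place of its own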
dFosB activator: mouse delta FosB homodimer activation; AID 493131; hit rate 0.99% among 340,000; purified delta FosB, TAMRA-CDK5 oligo fluorescence polarization; percent of positive-control signal above neutral wells; P13346; activation, % at 25 µM;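 active means mean activation above about 17%, with every replicate also reaching it, limit read from the data, passing the limit was not always enough; inconclusive means only one of the two conditions met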;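 further: fluorescence polarization rise as delta FosB binds a TAMRA Cdk5 AP-1 oligo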
* hit, by the source's call; ? = inconclusive; / = not tested or not shown; & = joins results of further samples.

molecule,MITF act,CAL PDZ FP-1,SR-BI HDL uptake,CAL PDZ FP-2,Rtt109 HAT inh,SR-BI DiI-HDL act,NSD2 inh,PvdQ acylase,PfHsp90 set2,dFosB activator
CCCCC[C@@H](/C=C/C1C(=O)C=C[C@H]1C/C=C\CCCC(=O)OC)OC(C)=O (some centres not stated),-68,0,-7,0.1,-2,7,/,-18,3,-11
COc1ccc(O)c(CNc2ccccc2F)c1,27,/,/,-0.8,-5,/,2,-9,1,-4
COc1ccc(Oc2cc(C)nc(Cl)n2)nn1,-4,-4,-15,0.2,/,15,1,-4,-11,6
O=C(Nc1ccccc1)C1=C[C@H](c2coc3ccccc3c2=O)C[C@H](OCCCCO)O1,-4,-1,5,-0.8,4,-5,/,-5,0,-3
O=C(c1cc(Cl)nc2ccccc12)N1CCN(Cc2ccc3c(c2)OCO3)CC1,-21,/,4,-0.1,2,-4,0,-7,13,-4
CN(c1ccccc1)S(=O)(=O)c1ccc(NC(=O)C2CC2)cc1,3,-6,-25,-0.3,-6,25,-1,-11,12,-3
Nn1c(SCC(=O)N2CCN(S(=O)(=O)c3ccc(Cl)cc3)CC2)nnc1-c1cccs1,-17,-1,-13,-0.5,4,13,-8,-8,4,-8
O=C(/C=C/c1ccc(O)c(O)c1)O[C@@H]1C[C@](O)(C(=O)O)C[C@@H](O)[C@H]1O,10&-1,-9&-2,-12&-9,-0.2&0.1,-4&0,12&9,/,-9&-22,-8&-13,0&-1
CCOC(=O)c1ccc(N2C(=O)CC(SCC(N)C(=O)OCC)C2=O)cc1 (configuration not stated),/,-3,5,-2.1,-28,-5,-6,-3,16,-5
COc1cc(NC(=O)CSc2nnnn2-c2ccccc2)cc(OC)c1OC,-16,1,6,-0.7,-2,-6,-1,-18,-6,-4
COc1ccc2[nH]c3c(c2c1)CCN1C(=O)C(CC(=O)NCc2ccc(OC)c(OC)c2)C[C@H](C(=O)N2CCOCC2)[C@@]31CCC1CCCC1 (some centres not stated),-12,1,2,0.0,-4,-2,/,16,0,-5
C=CCNC(=O)c1ccc2nc(-c3ccccc3)c(-c3ccccc3)nc2c1,5,-1,16,-2.7,-16,-16,2,-20,71,-6
CCN(CC)CCn1c2c(c(SCC(=O)Nc3nc(C)cs3)nc1=O)CCCC2,10,/,12,-1.2,-1,-12,4,1,-2,-13
Cc1ccc(C(=O)N/C(=C\c2ccco2)C(=O)NCCCn2ccnc2)cc1C,4,-4,-10,-0.2,-5,10,/,-12,11,-4
O=C(N/N=C/c1ccc2c(c1)OCO2)c1ccc(Cl)cc1Cl,6,0,/,-1.4,6,/,0,0,18,-4
NC(=S)N=Nc1c(O)n(CC(=O)Nc2ccccc2)c2ccccc12,0,2,8,0.8,5,-8,1,-8,-56,-12
CCOC(=O)Nc1cc2c(C)cc(=O)oc2cc1C,-2,-6,9,0.3,-6,-9,-4,-9,2,4
COc1ccc(OC)c(S(=O)(=O)N2CCC(C(=O)NCc3ccncc3)CC2)c1,-18,8,/,-0.5,5,/,-2,-8,16,4
Cc1cc(C)cc(NC(=O)CS(=O)(=O)c2cccc3nsnc23)c1,-1,-4,44,-2.0,-11,-44,2,-3,3,-8
COc1cccc(NC(=O)Nc2ccc(CC(=O)O)cc2)c1,-5,-4,-4,-0.6,-4,4,-2,-12,7,-5
S=C1NCCN1CC1CCN(CC2CCCC2)CC1,9,2,-12,0.0,0,12,/,-14,1,0
COc1ccc(NC(=O)C(C)NS(=O)(=O)c2ccc(NC(C)=O)cc2)cc1Cl (configuration not stated),0,/,-11,-0.9,-5,11,-8,-12,/,2
CN(C)S(=O)(=O)c1ccc(C(=O)OCn2nnc3ccccc3c2=O)cc1,/,1,4,-0.9,-20,-4,/,-15,-1,-8
CC1CCCN(C(=O)C(=O)c2cn(CC(=O)N3CCCCCC3)c3ccccc23)C1 (configuration not stated),1,-8,-3,-1.2,2,3,0,14,-13,-10
CCc1ccc(C(=O)OCC(=O)NCCNC(=O)COC(=O)c2ccc(CC)cc2)cc1,-9,-2,-8,-1.8,0,8,-1,-15,-16,-5
CC(=O)Nc1ccc(CN2CCN(CCc3ccccc3)C(CCO)C2)cc1 (configuration not stated),5,-5,-1,0.0,12,1,-2,2,15,0
Cc1nc(-c2ccccn2)nc(N2CCOCC2)c1Cl,-4,0,-8,1.4,2,8,-1,-7,0,-9
CSc1ccc(S(=O)(=O)Nc2ccccc2C(=O)N2CCOCC2)cc1,2,2,-15,-0.9,-4,15,-1,-9,-23,-1
Cc1ccc(NC(=O)CCC(=O)NNC(=O)COc2cccc3ccccc23)c(C)c1,-10,0,31,-2.0,0,-31,0,-4,/,33*
CN(Cc1ccccc1)C(=O)CN1CCN(C(c2ccccc2)c2ccccc2)CC1,1,-4,-1,-1.3,12,1,5,0,-17,-5
CCOc1ccc(S(=O)(=O)NCCC(=O)NCC(c2ccc(OC)cc2)N2CCCCC2)cc1 (configuration not stated),-9,-3,-11,-2.6,2,11,1,-4,-1,4
Cc1cccc(OC(=O)c2cccnc2)c1C,-3,-2,-6,-15,-7,6,-1,-13,14,0
CC(=O)Nc1ccc(S(=O)(=O)NNC(=O)COc2cc(C)ccc2C(C)C)cc1,5,1,12,0.1,1,-12,1,-9,/,-1
COc1cc(NC(=O)c2cccc3c2C(=O)N(Cc2cccnc2)C3)cc(OC)c1OC,-6,/,-3,-0.7,-9,3,/,-6,4,-10
O=C(c1ccco1)N1CCN(C(=O)c2ccccc2OC(=O)C23CC4CC(CC(C4)C2)C3)CC1,3,-2,/,-1.1,-12,/,1,2,-8,5
O=C(Nc1cccc(S(=O)(=O)N2CCCCC2)c1)c1ccc2c(=O)n3c(nc2c1)CCCCC3,-49,-4,51,-5.1,11,-51,24,9,-4,-4
CC(C)(C)C(=O)NC(=C(Cl)Cl)P(=O)(O)O,2,-3,-34,-0.1,-4,34,1,-9,15,-4
O=C(CCCn1c(=S)[nH]c2ccsc2c1=O)NCc1ccco1,-11,/,-8,-1.6,1,8,3,-8,20,-7
CCn1cnc2c(oc3ccccc32)c1=O,4,0,-10,-2.1,3,10,-4,7,/,-1
COc1ccc(N(CC(=O)N/N=C/c2cccnc2)S(=O)(=O)c2ccccc2)c(OC)c1,-1,-4,-26,-1.8,10,26,0,-6,-35,-12
Cc1ccc(/C(O)=C2/C(=O)C(=O)N(CC(=O)O)C2c2ccc([N+](=O)[O-])cc2)cc1 (configuration not stated),0,-4,1,/,-2,-1,-3,-11,5,0
CC1=NOC(=O)/C1=C\c1ccc(-c2ccc(Br)cc2)o1,-80,0,15,0.3,-7,-15,69*,-12,105*,-7
OCc1cn(-c2ccccc2)nc1-c1ccc2c(c1)OCCO2,64,0,24,-3.3,-7,-24,1,-9,-24,-5
COc1cccc(C(=O)Nc2ncc3c(n2)CC(C)CC3=O)c1 (configuration not stated),9,/,9,-0.7,-8,-9,0,-14,/,1
Clc1ccc(-c2csc(-c3cccnc3)n2)s1,23,-7,22,-0.1,-3,-22,2,14,-18,-6
Cc1ccc(C)c(N2CCN(C(=O)CCCn3ncn4c(cc5occc54)c3=O)CC2)c1,-1,/,6,0.2,27,-6,8,-3,9,-12
O=C(N/N=C/c1ccccn1)c1cc(C2CC2)nc2ccccc12,-17,-3,/,-2.5,5,/,0,-13,-1,-10
CNC(=O)Nc1ccccc1F,-6,-3,-19,/,1,19,2,4,-7,3
NC(=S)NNc1cc(Cl)cc(Cl)c1,-12,97*,-8,/,-3,8,-4,-17,-4,3
Cc1ccccc1SCC(=O)OCC(=O)N1CC(=O)Nc2ccccc21,-11,-8,-17,-0.4,-16,17,0,-13,-11,-5
COc1ccc(NC(=O)/C(C#N)=C\c2ccc(Br)o2)cc1,77,1,/,0.1,-7,/,-2,-1,-30,-3
CC1(C(=O)Nc2cccc3ccccc23)CC1(Br)Br (configuration not stated),-52,-8,7,-1.2,1,-7,34,-11,6,0
O=C(OCn1ncc(Cl)c(Cl)c1=O)c1ccc(C(F)(F)F)cc1,/,2,5,-0.1,1,-5,0,-7,52,-12
CCN1CCN(C(=O)C2CCN(S(=O)(=O)c3cccc4cccnc34)CC2)CC1,1,-2,4,0.4,-4,-4,/,-2,-13,7
Cn1c(Cc2ccccc2)nnc1SCC(=O)NCCc1ccccc1,-10,/,-11,-0.1,5,11,-1,3,-8,-6
CCCC(=O)Nc1ccc2c(c1)c1ccccc1n2CC,-6,-4,43,-0.1,-3,-43,/,21,8,-9
CCc1ccc(NC(=S)N2CCCCCCC2)cc1,?,0,-3,0.5,-1,3,-3,3,-13,-8
COc1ccc(NC(=O)CNC(=O)CC23CC4CC(CC(C4)C2)C3)c(OC)c1,4,-2,-8,-2.8,-12,8,-5,1,-2,-7
O=C(c1cnn2c(C(F)(F)F)cc(-c3ccco3)nc12)N1CCc2ccccc2C1,2,0,83*,-3.9,-24,-83,-3,-10,-3,-12
C#CCCc1ccccc1/C=[N+](/C)[O-],-65,3,-149,-5.6,0,?,/,-7,14,3

Next compounds follow.
molecule,MITF act,CAL PDZ FP-1,SR-BI HDL uptake,CAL PDZ FP-2,Rtt109 HAT inh,SR-BI DiI-HDL act,NSD2 inh,PvdQ acylase,PfHsp90 set2,dFosB activator
O=C(CSc1nc(C2CC2)nc2ccccc12)N1c2ccccc2Sc2ccc(C(F)(F)F)cc21,-7,/,13,-1.4,1,-13,0,-6,12,-17
COc1ccccc1CNC(=O)COC(=O)COc1ccccc1Cc1ccccc1,3,-2,-6,-1.8,-2,6,0,1,9,-11
NC(=O)NO,-3,-2,0,1.0,-6,0,/,-3,18,1
COC(=O)CC(NC(=O)c1ccco1)c1ccc(C(C)C)cc1 (configuration not stated),-2,-4,-9,-3.7,-8,9,0,-7,9,-6
Cc1ccc2c(CN3CCC(C(N)=O)CC3)cc(=O)oc2c1C,-3,-2,/,-3.6,-6,/,2,-4,-12,-7
CCCN1CCN(C(=O)CN2C(=O)COc3ccc(S(=O)(=O)N(CC)CC)cc32)CC1,6,-3,-25,-1.2,-1,25,-4,-10,21,-1
N#Cc1cc2c(nc1SCc1ccncc1)CCC2,36,-2,-7,-1.8,-9,7,0,-12,7,-12
CCOc1ccc(C2C(C#N)=C(N)SC(N)=C2C#N)cc1OCC,/,-12,32,/,2,-32,-3,-6,/,-11
